INS-1E GSIS act: GLuc luminescence reporter in INS-1E cells, primary screen for activators of glucose-dependent secretion of insulin; activation, % at 16.6 µM; AID 743287; INS-1E GLuc reporter insulin secretion, 2-3 h; 0.61% of 370,000 active;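 active = lowest replicate activation of at least 40%, so every replicate reaches that level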;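 note: 0% = median of neutral control wells and 100% = median of IBMX positive control wells; some compounds called inactive have numbers as strong as hits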
miR122 inh: blocks miR-122 activity in Huh7 sensor cells | 0.3% of 340,000 active | Huh7 miR-122 Renilla luciferase sensor, 48 h; neutral wells = 0, positive control = 100 | activation (reporter increase), % at 12.5 µM;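 active = mean replicate activation score at least 90 and every replicate individually at or above 90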;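 note: higher luciferase means less miR-122 activity so hits act as miR-122 inhibitors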
CFTR F508del cor: correctors of CFTR F508del function in bronchial epithelial cells | 0.36% of 350,000 active | activity (quench increase), % at 7.58 µM | CFBE cells, YFP halide quenching; stimulated with forskolin plus potentiator P3; % fluorescence drop versus neutral controls | AID 720511;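 active = mean added fluorescence quench of at least 8% versus neutral control, with both replicates also reaching 8%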;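 note: cells transiently co-express mutant CFTR-F508del with the halide-sensitive YFP; corrector assay measuring rescue of mutant channel to the surface after 24 h compound exposure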
PGC1a acetyl inh: PGC1a acetylation modulation, inhibitor mode | inhibition, % at 15.6 µM | AID 651687 | U2OS PGC1a acetylation, AlphaScreen anti-acetyl-lysine; with virally co-expressed GCN5 acetyltransferase | 0.17% of 350,000 active;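 active = every replicate shows inhibition of at least 40%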;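 note: 0% = neutral control wells and 100% = positive control wells; some results beyond the cut were filed as inactive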
PglD inh: blocks C. jejuni PglD acetyltransferase activity; purified PglD enzyme, DTNB colorimetric CoA detection; inhibition, % at 12.5 µM; 0.098% of 360,000 active; AID 602405; in the data active = inhibition above about 16%, passing the limit was not always enough; note: strong numbers were not always called active
C2C12 statin: suppressors of simvastatin-induced myotoxicity in C2C12 myotubes; ATP luminescence, 48 h; scaled: DMSO 0, geranylgeraniol control 100; rescue of ATP level, % at 7.49 µM; 0.78% of 330,000 active;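 active = mean ATP rescue above about 67%, or every replicate alone reaching that limit, limit read from the data, passing the limit was not always enough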;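 note: myotubes were challenged with 10 µM simvastatin during compound exposure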
Cneo AK release: causes C. neoformans cell lysis; adenylate kinase release luminescence, 4 h; normalised: neutral wells 0, clomiphene wells 100; lysis activity, % at 15 µM; 0.2% of 360,000 active;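 active = mean lysis activity across replicates of at least 80%, whatever share of replicates individually reach that level; inactive = mean lysis activity below 80%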
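Signal: Adenylate kinase release luminescence | Assay system: Log-phase Cryptococcus neoformans yeast cells | Input: Cells at 5 × 10^6 per mL | Buffer or medium: Fresh YPD growth medium | Compound: Single dose | Schedule: Static 4 h at 37 °C with compound, 1 h detection | Controls: Clomiphene | Read-out: Luminescence rise reflecting yeast cell lysis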
FN deposit inh: fibronectin deposition inhibition; 0.086% of 350,000 active; inhibition, % at 12.6 µM; AH1F fibroblasts, Alexa488-fibronectin deposition fluorescence, overnight;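 active = mean inhibition across replicates of 30% or more, regardless of how many single replicates reach that level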;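 note: positive control wells lacked labelled fibronectin entirely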
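Material: AH1F fibroblasts assembling fluorescent fibronectin matrix; amount: 10000 AH1F cells/well; medium: DMEM, 2% serum; reagent: Alexa488-fibronectin, 24 nM final in well; dosing: single compound dose, delivered by pin transfer; incubation: 1 h adhesion, overnight exposure; detection: fluorescence after three HBSS washes, excitation 485 nm, emission 525 nm; measure: fibronectin deposition inhibition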
Active calls of the source: *; nt = not tested or not shown; [ ] = another dose, or the depositor's remark.

1) COC(=O)C1(C)NC(c2ccc(F)cc2)C2C(=O)N(c3ccc(C)cc3)C(=O)C21 (stereo unspecified)
2) Cc1cccc(OCC(=O)N(Cc2ccco2)c2c(N)n(Cc3ccccc3)c(=O)[nH]c2=O)c1
3) CCn1c(CCNC(=O)c2ccccc2Cl)n[nH]c1=S
4) CCC(=O)Nc1ccc(Cl)c(NC(=O)c2cccnc2)c1
5) CCOC(=O)[C@@H]1[C@H]2COc3ccc(Br)cc3[C@@H]2N2C(=O)N(c3cccc(Cl)c3)C(=O)[C@]12C

Assay by compound	1	2	3	4	5
INS-1E GSIS act	nt	-22	11	nt	1
miR122 inh	5	0	8	-4	-1
CFTR F508del cor	nt	-0.2	nt	nt	-0.7
PGC1a acetyl inh	-1	2	-3	9	-7
PglD inh	2	2	-3	-1	0
C2C12 statin	9	-31	2	23	-12
Cneo AK release	-4	0	-11	1	-2
FN deposit inh	5	-6	nt	9	-21

6) O=C(NCC(c1ccco1)N1CCc2ccccc21)c1cccc([N+](=O)[O-])c1 (stereo unspecified)
7) C[C@H]1CN([C@@H](C)CO)C(=O)c2cc(-c3ccccc3F)cnc2O[C@@H]1CN(C)C(=O)C1CCC1
8) CS(=O)(=O)c1ccc(C2=C(c3ccccc3)C(=O)OC2)cc1
9) O=C(NCC[C@@H]1CC[C@@H](NC(=O)c2cccnc2)[C@H](CO)O1)Nc1ccc(F)cc1
10) O=C(COC(=O)[C@H](Cc1c[nH]c2ccccc12)NC(=O)c1cccs1)NCc1ccccc1

Assay by compound	6	7	8	9	10
INS-1E GSIS act	1	-12	nt	0	-13
miR122 inh	5	2[16.7 µM]	-1	nt	-6
CFTR F508del cor	-1.1	-0.2	-15	0.8	0.3
PGC1a acetyl inh	-12	-5	-5	0	-1
PglD inh	3	7	-4	2	5
C2C12 statin	-4	22	-5	-4	nt
Cneo AK release	1	54	0	-6	-1
FN deposit inh	7	nt	1	nt	-3

11) Brc1cnc2nc[nH]c2c1
12) CC(C)NC(=O)N(C)C[C@@H]1Oc2ccc(NC(=O)CCCCCC(=O)Nc3ccccc3N)cc2CC(=O)N([C@@H](C)CO)C[C@@H]1C
13) NC(=O)c1cnn(-c2cccc(Cl)c2)c1N
14) O=C(Cn1c2c(c(-c3ccccc3Cl)cc1=O)CCC2)NCCCN1CCOCC1
15) CC1c2c([nH]c3ccccc23)CCC1C(=O)O (stereo unspecified)

Assay by compound	11	12	13	14	15
INS-1E GSIS act	nt	5	-7	-6	4
miR122 inh	nt	-2[16.7 µM]	nt	9	-2
CFTR F508del cor	-0.7	0.8	3.3	-0.8	nt
PGC1a acetyl inh	14	12	3	2	6
PglD inh	4	2	nt	0	-1
C2C12 statin	nt	-13	nt	5	nt
Cneo AK release	-2	-13	nt	4	2
FN deposit inh	6	nt	2	-4	4

2 compounds picked at random from the list so far:
13) NC(=O)c1cnn(-c2cccc(Cl)c2)c1N
12) CC(C)NC(=O)N(C)C[C@@H]1Oc2ccc(NC(=O)CCCCCC(=O)Nc3ccccc3N)cc2CC(=O)N([C@@H](C)CO)C[C@@H]1C

Assay by compound	13	12
INS-1E GSIS act	-7	5
miR122 inh	nt	-2[16.7 µM]
CFTR F508del cor	3.3	0.8
PGC1a acetyl inh	3	12
PglD inh	nt	2
C2C12 statin	nt	-13
Cneo AK release	nt	-13
FN deposit inh	2	nt

Other structures.
16) COc1cccc(NC(=O)COC(=O)CCOc2ccccc2OC)c1
17) CCNC(=O)C[C@@H]1CC[C@H]2[C@@H](COc3ccc(NC(=O)NC(C)C)cc3C(=O)N2C)O1
18) Cc1ccccc1C1CC(=O)c2ccccc2C1C (stereo unspecified)
19) COc1ccc(OCCN2CCC(C(=O)NC(c3ccc(Cl)cc3)c3ncccc3C)CC2)cc1 (stereo unspecified)
20) COc1ccc(-c2ccn(-c3cccc(F)n3)n2)cc1

Assay by compound	16	17	18	19	20
INS-1E GSIS act	nt	-2	1	nt	20
miR122 inh	2	-3[16.7 µM]	-6	-16	11
CFTR F508del cor	-0.8	1.0	-1.8	nt	0.6
PGC1a acetyl inh	4	3	-13	nt	22
PglD inh	nt	-2	-9	3	nt
C2C12 statin	-9	11	0	0	-8
Cneo AK release	nt	-1	-2	2	nt
FN deposit inh	4	-4	-2	nt	8

21) C[C@@H]1CN([C@H](C)CO)C(=O)c2ccccc2-c2ccccc2CO[C@@H]1CN(C)S(=O)(=O)c1ccc(C#N)cc1
22) CSc1ccccc1NC(=O)CSc1n[nH]c(N)n1
23) COCCn1c(SCC(=O)Nc2sc(C)c(C)c2C#N)nnc1-c1ccc(OC)cc1
24) CCCN(CCC)Cc1c(C(=O)N/N=C/c2cccs2)nnn1-c1nonc1N
25) C[C@H]1CN([C@@H](C)CO)S(=O)(=O)c2ccc(/C=C/c3ccccc3)cc2O[C@@H]1CN(C)Cc1cccnc1

Assay by compound	21	22	23	24	25
INS-1E GSIS act	-15	-14	nt	5	nt
miR122 inh	nt	1	1	14	3[16.7 µM]
CFTR F508del cor	-3.0	0.2	nt	-0.5	-0.9
PGC1a acetyl inh	7	2	-13	-20	16
PglD inh	-1	-1	-2	10	2
C2C12 statin	-9	0	4	1	-126
Cneo AK release	0	0	9	0	-7
FN deposit inh	8	11	2	5	nt

26) O=C(CN(C(=O)c1ccccc1Cl)N1C(=O)CCCC1=O)c1ccc(Cl)cc1
27) COC(=O)c1ccc(C2/C(=C(/O)c3ccc(OC)cc3)C(=O)C(=O)N2CC2CCCO2)cc1 (stereo unspecified)
28) O=C(C1CCCC1)N1[C@@H](CO)[C@@H](c2ccccc2)C12CN(CCC(F)(F)F)C2
29) COc1ccc(-c2nnc(SCC(=O)NC(=O)NCc3ccco3)o2)cc1
30) CO[C@@H]1CN(C)C(=O)c2cc(NC(=O)C3CC3)ccc2OC[C@@H](C)N(C(=O)c2cnccn2)C[C@H]1C

Assay by compound	26	27	28	29	30
INS-1E GSIS act	2	nt	4	nt	8
miR122 inh	-3	1	nt	6	nt
CFTR F508del cor	-0.9	nt	-3.9	nt	-3.2
PGC1a acetyl inh	-8	5	-3	3	0
PglD inh	nt	1	nt	2	-6
C2C12 statin	16	9	nt	-1	-2
Cneo AK release	nt	-4	nt	-4	-2
FN deposit inh	3	nt	-5	-12	9

31) COc1cc(C2Nc3ccccc3C(=O)N2NS(C)(=O)=O)ccc1O (stereo unspecified)
32) CCCN(C)C[C@H]1Oc2cc(-c3cccc(OC)c3)ccc2S(=O)(=O)N([C@H](C)CO)C[C@H]1C
33) Cc1ccccc1NC(=O)C1CC(=O)N(c2ccc3c4c(cccc24)CC3)C1 (stereo unspecified)
34) Cc1ccc(C(=O)c2c(NC(=O)c3ccccc3C)sc(C)c2C)cc1
35) CC(=O)OC[C@H]1O[C@@H](Oc2cc(O)cc3oc(-c4ccc(O)cc4)cc(=O)c23)[C@H](O[C@@H]2O[C@@H](C)[C@H](O)[C@@H](O)[C@H]2O)[C@@H](O)[C@@H]1O

Assay by compound	31	32	33	34	35
INS-1E GSIS act	6	-5	nt	nt	-3
miR122 inh	2	7[16.7 µM]	15	2	nt
CFTR F508del cor	-1.2	-3.9	nt	nt	-2.7
PGC1a acetyl inh	-6	-17	-8	nt	nt
PglD inh	3	-1	-3	-12	6
C2C12 statin	-1	-69	-5	nt	6
Cneo AK release	0	1	-1	-1	6
FN deposit inh	-11	nt	-2	2	3

36) O=C(NN=Cc1ccccc1O)NN=Cc1ccccc1O
37) Cc1cccc(N2C(S)=C(C#N)C(=O)NC23CCCCC3)c1
38) COc1cccc(-c2cnc3c(c2)C(=O)N([C@H](C)CO)C[C@H](C)[C@H](CN(C)C(=O)Nc2ccc(F)cc2)O3)c1
39) CCOC(=O)C1CCN(C(=O)Cn2c(=O)oc3cc(S(=O)(=O)N4CCCC4)ccc32)CC1
40) C[C@@H]1CN([C@@H](C)CO)C(=O)c2cc(NC(=O)NC3CCCCC3)ccc2O[C@@H](C)CCCCO[C@@H]1CN(C)C(=O)CCC(F)(F)F

Assay by compound	36	37	38	39	40
INS-1E GSIS act	67	-12	-25	7	-9
miR122 inh	-6	-5	-2[16.7 µM]	-6	1[16.7 µM]
CFTR F508del cor	2.4	nt	-0.3	-1.4	-2.2
PGC1a acetyl inh	2	-12	-6	3	-5
PglD inh	-1	9	1	6	0
C2C12 statin	-178	nt	53	-2	nt
Cneo AK release	0	1	-1	0	-1
FN deposit inh	6	0	nt	-1	nt

Only Cneo AK release (3 entries from above):
No. | Structure | Cneo AK release
38 | COc1cccc(-c2cnc3c(c2)C(=O)N([C@H](C)CO)C[C@H](C)[C@H](CN(C)C(=O)Nc2ccc(F)cc2)O3)c1 | -1
39 | CCOC(=O)C1CCN(C(=O)Cn2c(=O)oc3cc(S(=O)(=O)N4CCCC4)ccc32)CC1 | 0
40 | C[C@@H]1CN([C@@H](C)CO)C(=O)c2cc(NC(=O)NC3CCCCC3)ccc2O[C@@H](C)CCCCO[C@@H]1CN(C)C(=O)CCC(F)(F)F | -1

Continued:
41) CC1CN(C(=S)Nc2ccc(SC(F)F)cc2)CC(C)O1 (stereo unspecified)
42) O=C(C[C@@H]1CC[C@H]2[C@@H](COC[C@H](O)CN2Cc2ccc(Oc3ccccc3)cc2)O1)N1CCN(c2ccccc2)CC1
43) O=C(NCc1ccccc1Cl)C1CCN(C(=O)c2sccc2-n2cccc2)CC1
44) Cc1ccc(S(=O)(=O)N(C)C[C@H]2Oc3cc(C#CC4CCCC4)ccc3S(=O)(=O)N([C@@H](C)CO)C[C@@H]2C)cc1
45) Cc1ccc(C(=O)O/N=C2/CC3CCC2(C)[C@@]3(C)CBr)cc1 (stereo partly specified)

Assay by compound	41	42	43	44	45
INS-1E GSIS act	-1	-8	-18	-6	3
miR122 inh	1	-21[16.7 µM]	-7	66[16.7 µM]	nt
CFTR F508del cor	-3.8	1.7	-2.0	1.9	-0.7
PGC1a acetyl inh	nt	-7	-4	-7	-1
PglD inh	-1	-1	-3	0	nt
C2C12 statin	-14	16	8	0	-1
Cneo AK release	1	-1	3	-3	nt
FN deposit inh	6	18	1	-6	-4

46) O=S(=O)(NC[C@@H]1N[C@@H](CO)[C@H]1c1ccccc1)c1ccccc1
47) COc1ccccc1NC(=O)NC1CCCc2ccccc21 (stereo unspecified)
48) C[C@@H]1CN([C@@H](C)CO)C(=O)Cc2cc(NC(=O)Cc3cn(C)c4ccccc34)ccc2O[C@@H]1CN(C)Cc1ccccc1
49) C[C@@H]1CN([C@@H](C)CO)C(=O)c2cc(NC(=O)C3CC3)ccc2O[C@@H]1CN(C)S(=O)(=O)c1ccc(Cl)cc1
50) CC[n+]1c(/C=C2\C=C(C)CC(C)C2)sc2ccccc21 (stereo unspecified)
51) CCOC(=O)C1CCCN(C/C(O)=C(\C#N)c2nc(-c3ccccc3)cs2)C1 (stereo unspecified)
52) CCCC[C@@H]1CNC(=S)N1CCCC

Assay by compound	46	47	48	49	50	51	52
INS-1E GSIS act	4	-2	-25	-2	nt	23	-39
miR122 inh	-14[16.7 µM]	nt	-11[16.7 µM]	37[16.7 µM]	-4	6	12
CFTR F508del cor	2.3	-4.8	2.0	1.0	nt	nt	-0.3
PGC1a acetyl inh	0	nt	nt	4	-3	-3	5
PglD inh	1	6	1	2	1	0	0
C2C12 statin	-1	nt	25	-34	nt	10	-13
Cneo AK release	-4	-2	-19	14	4	7	7
FN deposit inh	-9	7	nt	-3	nt	nt	-4

Screening results: PubChem BioAssay, Broad Institute
